NPR1 activator: GC-A (human) enzyme activation | P16066 | HEK293 GC-A cells, cGMP TR-FRET, EC30 ANP; 0% at EC30 ANP, 100% saturating ANP | activation, % at 10 µM | 0.14% of 370,000 active | AID 1671463; in the data active means activation above about 40%
SIAE primary: human SIAE inhibition, primary screen | Q9HAT2 | SIAE FP-Rh probe binding, fluorescence polarization | inhibition, % at 9.66 µM | 0.69% of 370,000 active | AID 1053197;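 active means inhibition above a cutoff: mean of compounds within the control limits plus 3 SD of those, cut at about 17% in these data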;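 further: 0% = plate median of compound wells and 100% = probe without SIAE protein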
UHRF1 MBD2 ctr: blocks human UHRF1 binding to methylated DNA | Q96T88 | UHRF1 binding to methylated oligo, TR-FRET | inhibition, % at 4.4 µM | 0.75% of 370,000 active | AID 687016; in the data active means inhibition above about 21%;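 further: UHRF1 SRA domain binding a hemimethylated CpG hairpin DNA probe; 0% = median of test compound wells and 100% = reference inhibitor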
HTRA1 inhibitor: blocks human HTRA1 serine peptidase; Q92743; recombinant HTRA1, FP-rhodamine activity-based probe, fluorescence polarization; 0.5% of 340,000 active; inhibition, % at 5.96 µM; in the data active means inhibition above about 36%;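 further: 0% = enzyme with DMSO and 100% = wells lacking enzyme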
rCAG RNA binder: binds r(CAG) RNA repeats | inhibition, % at 3 µM | 1.3% of 370,000 active | r(CAG) RNA repeat, TO-PRO-1 dye displacement fluorescence;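 active means inhibition above the plate cutoff, the mean of all test compounds on that plate plus 3 SD, cut at about 35% in these data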;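 further: 0% = DMSO alone and 100% = 100 µM mitoxantrone as full dye displacement; higher means more dye released from RNA so lower well fluorescence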
TCR-CD3 inh: human TCR-CD3 binding inhibition | TAMRA-labeled TCR probe fluorescence, biochemical | inhibition, % at 9.4 µM | 0.37% of 360,000 active; in the data active means inhibition above about 19%;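 further: recombinant mutant TCR 2C K166C tagged with TAMRA read by polarization; 0% = receptor in buffer alone and 100% = receptor with positive control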
GC-B act: GC-B (human) receptor activation. HEK293-GC-B cells, CNP EC30, cGMP TR-FRET; 0% at EC30 CNP, 100% saturating CNP. activation, % at 10 µM. 0.11% of 370,000 active. AID 1920062;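 active means activation at 10 µM reaching about 35% in either raw or pattern-adjusted values, limit read from the data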
Target sequence (P20594 whole entry, looked up): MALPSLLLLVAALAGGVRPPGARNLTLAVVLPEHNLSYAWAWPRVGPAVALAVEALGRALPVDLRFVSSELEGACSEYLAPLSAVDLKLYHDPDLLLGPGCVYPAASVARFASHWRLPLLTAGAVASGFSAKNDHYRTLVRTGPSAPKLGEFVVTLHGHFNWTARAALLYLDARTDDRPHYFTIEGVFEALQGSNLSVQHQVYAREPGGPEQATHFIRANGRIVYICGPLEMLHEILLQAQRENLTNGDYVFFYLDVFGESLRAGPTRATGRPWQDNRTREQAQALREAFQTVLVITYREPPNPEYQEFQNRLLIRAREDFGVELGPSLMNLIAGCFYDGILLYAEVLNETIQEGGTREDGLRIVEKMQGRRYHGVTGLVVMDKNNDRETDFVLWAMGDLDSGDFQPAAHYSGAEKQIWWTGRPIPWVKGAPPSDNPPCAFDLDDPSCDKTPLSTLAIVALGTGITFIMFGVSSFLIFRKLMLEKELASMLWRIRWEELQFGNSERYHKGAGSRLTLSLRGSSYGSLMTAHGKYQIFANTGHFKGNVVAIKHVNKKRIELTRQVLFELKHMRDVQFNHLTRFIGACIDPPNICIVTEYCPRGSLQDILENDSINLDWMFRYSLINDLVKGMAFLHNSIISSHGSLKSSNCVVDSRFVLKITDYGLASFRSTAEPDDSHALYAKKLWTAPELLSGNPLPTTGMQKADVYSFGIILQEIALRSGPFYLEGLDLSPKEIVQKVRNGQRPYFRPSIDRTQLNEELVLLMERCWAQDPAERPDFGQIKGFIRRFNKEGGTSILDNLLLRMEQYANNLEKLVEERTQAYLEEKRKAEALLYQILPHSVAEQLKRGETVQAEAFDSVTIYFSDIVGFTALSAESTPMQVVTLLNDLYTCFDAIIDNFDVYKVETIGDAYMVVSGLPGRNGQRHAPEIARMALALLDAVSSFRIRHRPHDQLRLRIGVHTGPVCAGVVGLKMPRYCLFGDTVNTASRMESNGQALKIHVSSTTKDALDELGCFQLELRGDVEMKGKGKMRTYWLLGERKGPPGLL
ABHD4 inh: inhibitors of mouse ABHD4. AID 720543. 0.54% of 370,000 active. purified mABHD4, FP-Rh probe fluorescence polarization. inhibition, % at 8.92 µM;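 active means inhibition exceeding the mean over every tested compound plus 3 SD, cut at about 30% in these data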;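 further: 0% = plate median of compound wells and 100% = S159A mutant with DMSO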
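Doses – 8.92 µM, single dose · Material – wild-type mouse ABHD4 protein · Replication – single well per compound (singlicate) · Measure – percent inhibition of probe binding, normalized to plate controls · Schedule – 45 min compound pre-incubation plus 60 min probe step, 25 °C · Detection – fluorescence polarization with parallel and perpendicular emission, 525/598 nm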
MBD2 inh: MBD2-methylated oligo binding inhibition; Q9UBB5; TR-FRET, MBD2 binding to methylated oligonucleotide; inhibition, % at 4.4 µM; 0.31% of 370,000 active; AID 686964; in the data active means inhibition above about 13%
PRMT1 inh: PRMT1 (human) inhibition, primary screen; Q99873; recombinant PRMT1, activity-based probe fluorescence polarization; inhibition, % at 2.79 µM; 1.3% of 370,000 active;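 active means inhibition above about 21% made by adding two undisclosed values, limit read from the data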
An asterisk follows results filed as active; / = no result given.

SMILES | NPR1 activator | SIAE primary | UHRF1 MBD2 ctr | HTRA1 inhibitor | rCAG RNA binder | TCR-CD3 inh | GC-B act | ABHD4 inh | MBD2 inh | PRMT1 inh
COc1ccc2c(=O)c3c(=O)n(Cc4ccco4)c(-c4cc(OC)c(OC)c(OC)c4)nc3oc2c1 | 7 | -4 | -3 | -9 | 2 | 10 | -8 | -3 | -1 | -3
CCOC(=O)c1ccc(NC(=O)Nc2ncccc2C)cc1 | 1 | 8 | 2 | -7 | 0 | 1 | -3 | -1 | 2 | 1
CCOC(=O)NC1(C(F)(F)F)C(=O)N(Cc2ccccn2)C2=C1C(=O)CC(C)(C)C2 (stereo unspecified) | -2 | 0 | 2 | -1 | -1 | -6 | -2 | 2 | 3 | 3
Cc1ccc(Oc2cc(NN3CCCCC3)c([N+](=O)[O-])cc2[N+](=O)[O-])c(Cl)c1 | 1 | -2 | 0 | -3 | 3 | -8 | -4 | 4 | 1 | 1
Cc1[nH]c(=O)[nH]c(=O)c1NC(=O)c1sc2nc3c(C)cccc3cc2c1N | -6 | 2 | -15 | -3 | 8 | 1 | -5 | 17 | -8 | 12
CN(C)N=Nc1ccc(S(N)(=O)=O)cc1 | 1 | 3 | 0 | 4 | 3 | 3 | 0 | 4 | 1 | 0
CN1C(=O)C(O)(CC(=O)c2cccnc2)c2ccccc21 (stereo unspecified) | 0 | -7 | -4 | 0 | 1 | 11 | 0 | -5 | -3 | 0
O=C(Nc1cccc(S(=O)(=O)N2CCCCC2)c1)C1CC1 | 2 | 7 | 1 | 2 | -1 | 1 | -5 | 3 | -5 | 2
CCSC(C)CC1C/C(=N/O)c2c(C)noc2C1 (stereo unspecified) | 6 | 4 | -3 | -6 | -4 | -2 | 2 | 6 | 2 | -2
O=C(NN=Cc1ccc(F)cc1)C1CC1 | 2 | 3 | 2 | 0 | -1 | 3 | -9 | -5 | 5 | 1
COc1ccc(NC(=O)c2cc(-c3cccnc3)nc3c(C)c(C)ccc23)c(OC)c1 | -2 | -9 | 0 | -13 | 3 | -7 | 3 | -2 | 3 | -1
CC(=O)Oc1ccc2c(C)cc(=O)[nH]c2c1 | 2 | 1 | -3 | 2 | 1 | 4 | 5 | -2 | 5 | -4
O=C(NCCCCNC(=O)c1ccccc1Cl)c1ccccc1Cl | 0 | 2 | -2 | 10 | 0 | 4 | 1 | 2 | -3 | -2
CC(C)N(C(=O)CSc1nnc(C2CC2)n1C1CC1)c1ccccc1 | -2 | -3 | 2 | -4 | -6 | 8 | 2 | 1 | 1 | 5
CCOc1ccccc1Nc1nc(-c2sc(NC(=O)c3cccc(Cl)c3)nc2C)cs1 | -3 | -2 | -4 | -23 | 22 | 2 | 1 | 1 | -5 | 2
O=C(Cn1c(C(=O)N2CCN(C3CCCC3)CC2)cc2sccc21)c1ccccc1 | -5 | 5 | -3 | -12 | -5 | 0 | -6 | 4 | 2 | 0
COC(=O)CNC(=O)C1Cc2ccccc2CN1S(=O)(=O)c1cccs1 (stereo unspecified) | 0 | 0 | -3 | -5 | -4 | 4 | -2 | 14 | 4 | -2
C=C(C)CN(CC)C(=O)Cn1cnc2c(oc3ccccc32)c1=O | -1 | -7 | -6 | 1 | 1 | 7 | -4 | -2 | -5 | 0
COCc1cc(C)nc2sc(C(=O)OC)c(N)c12 | 10 | -2 | -1 | -7 | -1 | -9 | 2 | 3 | -2 | 4
CCC(C(=O)Nc1ccc2[nH]ncc2c1)c1ccccc1 (stereo unspecified) | -3 | 4 | -1 | 2 | -1 | 1 | -4 | 3 | 0 | -1
COc1ccc(-c2n[nH]c(C)c2-c2ccc(Cl)cc2)c(O)c1OC | 6 | 0 | 0 | -6 | 2 | 13 | -9 | -3 | -1 | 1
O=C(NCC(=O)N1CCCC(C(F)(F)F)C1)c1cccs1 (stereo unspecified) | 5 | 0 | 4 | 5 | -4 | -9 | -6 | -1 | -3 | 6
COc1ccc(CCC(=O)Nc2cc3c4c(c2)CC(=O)N4CCC3)cc1 | 1 | 11 | -2 | 0 | 11 | -7 | 4 | 0 | -3 | -9
CCOC(=O)c1ccc(NC(=O)CN2CCc3ccccc3C2)cc1 | 0 | 2 | 0 | -36 | -4 | 2 | 3 | -10 | 1 | -3
O=C(NNC(=S)Nc1ccc(Br)cc1Cl)c1ccco1 | -1 | 9 | -5 | -2 | 28 | 0 | -6 | 14 | -5 | -2
CCOC(=O)c1cccc(NC(=O)CCCn2c(=O)c3cccn3c3cccnc32)c1 | -3 | -1 | -2 | -5 | -1 | -2 | 0 | -2 | 0 | -3
COc1ccc(C(=O)NC(CCSC)C(=O)N2CCCCCC2)cc1 (stereo unspecified) | 0 | 5 | 0 | 6 | -5 | 0 | 5 | 6 | -1 | 1
COc1ccc(CCNC(=O)CCCn2c(=O)[nH]c3cc(OC)c(OC)cc3c2=O)cc1OC | 5 | -5 | 0 | 3 | -6 | 2 | -2 | 3 | -3 | -3
O=C(C1=C(O)C(=O)N(CCN2CCOCC2)C1c1cccs1)c1cc2ccccc2o1 (stereo unspecified) | -1 | 0 | -5 | 4 | 10 | -1 | -7 | 3 | -3 | 2
C=CCn1c(COc2cccc3cccnc23)nnc1SCC(=O)O | 1 | 3 | -7 | -1 | 3 | -2 | -10 | -6 | 0 | 1
O=C(NCCC1=CCCCC1)C(=O)NCC(c1ccco1)N1CCN(c2ccccc2F)CC1 (stereo unspecified) | 1 | -4 | 4 | -3 | -4 | -1 | 1 | -10 | 7 | 0
Cc1nn(-c2ccccc2)c(C)c1C(=O)OCC(=O)Nc1ccccc1 | -3 | -5 | 1 | -3 | 1 | 0 | -4 | 8 | -1 | 1
CCOC(=O)Cn1ncn(-c2ccc(OC(F)(F)F)cc2)c1=O | 3 | 0 | 3 | 0 | -2 | 2 | 5 | 2 | 1 | 3
Cc1nc2ccccn2c1C(=O)NCc1cccnc1 | 1 | -3 | 2 | 2 | 3 | -1 | -2 | 2 | 0 | 1
CN(C)CC(C)(C)CNC(=O)c1cc(Br)cc(Br)c1O | -11 | -3 | -2 | -2 | -1 | 4 | -10 | -2 | 6 | -5
Cc1cccc(N(CC(=O)NCc2ccco2)C(=O)CCC(=O)Nc2nccs2)c1 | -3 | 1 | 0 | -4 | -4 | 4 | -3 | 0 | 1 | 1
Cc1ccc2ccccc2c1NC(=O)Cn1nnc(-c2cccnc2)n1 | -1 | -9 | 2 | -8 | 10 | 6 | 1 | 2 | 2 | 4
COc1cccc(C(=O)OCC(=O)NCCc2ccccc2)c1OC | 3 | 1 | 2 | -2 | -4 | 5 | -4 | -2 | 0 | -2
O=C(NCCc1nc(-c2ccccc2)no1)c1ccco1 | 1 | -2 | 0 | -2 | -1 | 0 | 5 | -1 | -4 | 1
Cc1csc(SCC(=O)NCCc2ccc(Cl)cc2)n1 | 4 | -5 | -2 | 5 | 0 | 4 | 0 | -1 | 0 | 1

Random excerpt: 6 compounds from above, in no set order.
SMILES | NPR1 activator | SIAE primary | UHRF1 MBD2 ctr | HTRA1 inhibitor | rCAG RNA binder | TCR-CD3 inh | GC-B act | ABHD4 inh | MBD2 inh | PRMT1 inh
CCOC(=O)c1ccc(NC(=O)CN2CCc3ccccc3C2)cc1 | 0 | 2 | 0 | -36 | -4 | 2 | 3 | -10 | 1 | -3
Cc1ccc2ccccc2c1NC(=O)Cn1nnc(-c2cccnc2)n1 | -1 | -9 | 2 | -8 | 10 | 6 | 1 | 2 | 2 | 4
Cc1nn(-c2ccccc2)c(C)c1C(=O)OCC(=O)Nc1ccccc1 | -3 | -5 | 1 | -3 | 1 | 0 | -4 | 8 | -1 | 1
Cc1nc2ccccn2c1C(=O)NCc1cccnc1 | 1 | -3 | 2 | 2 | 3 | -1 | -2 | 2 | 0 | 1
Cc1csc(SCC(=O)NCCc2ccc(Cl)cc2)n1 | 4 | -5 | -2 | 5 | 0 | 4 | 0 | -1 | 0 | 1
O=C(NCC(=O)N1CCCC(C(F)(F)F)C1)c1cccs1 (stereo unspecified) | 5 | 0 | 4 | 5 | -4 | -9 | -6 | -1 | -3 | 6

Further results follow:
SMILES | NPR1 activator | SIAE primary | UHRF1 MBD2 ctr | HTRA1 inhibitor | rCAG RNA binder | TCR-CD3 inh | GC-B act | ABHD4 inh | MBD2 inh | PRMT1 inh
Cc1ccc(NC(=O)CCOc2ccccc2)cc1S(=O)(=O)Nc1ccccc1Cl | -1 | -18 | 1 | -20 | 25 | 1 | 8 | -29 | 0 | -1
Cc1cc(C(=O)N2CCCC(N3CCN(c4ccccc4C)CC3)C2)nc(C)n1 (stereo unspecified) | 1 | 1 | 0 | 1 | -8 | 5 | 3 | 6 | -2 | 0
CN(C)CCNc1ncnc2c1ncn2[C@H]1CN(Cc2cccnc2)C[C@@H](CO)O1 | 2 | 4 | 2 | / | 1 | 0 | 1 | 6 | -1 | 2
C=CCNC(=S)NNc1nc2sc3c(c2c(=O)[nH]1)CC(C)(C)OC3 | 1 | 10 | 1 | 2 | 3 | -5 | 6 | 7 | 2 | 2
COc1ccc(NS(=O)(=O)c2cc(C(=O)N3CCCCCC3)ccc2C)cc1 | 0 | 7 | 2 | 5 | 2 | 3 | 3 | 3 | 3 | -1
Cc1csc(CN(C)C(=O)CC2C(=O)NCCN2Cc2ccc(Cl)c(F)c2)n1 (stereo unspecified) | -2 | 4 | 2 | 9 | 1 | 3 | -3 | -4 | 2 | 1
O=C(CSc1nnc(-c2ccccc2)n1-c1ccc(Cl)cc1)N/N=C/c1ccco1 | -22 | -3 | 0 | -4 | -4 | 0 | -14 | 1 | 3 | 0
CCCCn1c(N)c(N(CCOC)C(=O)Cn2c(=O)cnc3ccccc32)c(=O)[nH]c1=O | 4 | -3 | 0 | 8 | 0 | 0 | -2 | -3 | 0 | 1
COc1ccc(NC(=O)CN(C)C(=O)CCCc2nc3ccccc3s2)cc1 | 2 | -1 | -1 | -3 | -4 | -1 | 2 | -1 | -3 | 0
Cc1nn2c(-c3cccnc3)ccnc2c1-c1ccccc1 | 2 | 0 | -2 | 3 | -3 | 5 | 1 | -1 | -1 | 2
O=C(NNc1c(Cl)cccc1Cl)c1sccc1Cl | 0 | 6 | -1 | -3 | 0 | 2 | 5 | 0 | -6 | -7
COc1ccc2sc(NC(C)=O)nc2c1 | 6 | 1 | 1 | 2 | -1 | 3 | 5 | 1 | -2 | -4
CC12CCC(=O)N1C(C(=O)NNC(=O)COc1ccccc1Cl)CS2 (stereo unspecified) | 3 | 3 | -2 | -4 | 1 | -6 | 0 | -1 | -2 | 6
CC1Cc2ccccc2N1C1=CC(=O)CC(C)(C)C1 (stereo unspecified) | -1 | 7 | 1 | 4 | -1 | 1 | 1 | 6 | -2 | 1
Cc1cc(=O)oc2cc(OCC(=O)Nc3cccnc3)ccc12 | -2 | 0 | -1 | 2 | 0 | -5 | -2 | 4 | 3 | 0
CCCS(=O)(=O)N1CCN(CC2CC=CCC2)CC1 (stereo unspecified) | 0 | -2 | 5 | -2 | -6 | -1 | 2 | 9 | 1 | -3
COc1ccc(C(=O)O)cc1S(=O)(=O)NC(C)C12CC3CC(CC(C3)C1)C2 (stereo unspecified) | -1 | -7 | -3 | -4 | 11 | 4 | -2 | 1 | -6 | 3
CC(C)Sc1ncnc2c1cnn2-c1ccccc1 | -6 | -2 | 1 | 12 | -2 | 10 | -13 | 2 | 0 | 1
O=C(NCc1ccco1)C1CC(=O)N(c2cccc(Cl)c2)C1 (stereo unspecified) | 7 | 0 | 0 | 2 | 4 | 0 | 7 | 0 | -6 | 1

Bioassay records deposited in PubChem BioAssay by several laboratories.

These rows are one share of the data (hit frequency here may not be typical).
